Screening results from PubChem BioAssay.
Ecoli tolC: growth inhibitors of E. coli tolC mutant, primary screen, strain BW25113 ΔtolC::kan, 384-well | 65,000 compounds, 2.2% hits | growth inhibition, % at 10 µM (by protocol) | OD615 | AID 573, 2007;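 active means growth inhibition at or above a cutoff equal to the mean over every tested compound plus 3 SD, cut at about 60% in these data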;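 further: growth measured after 20 h incubation at 37 °C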
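Test system: tolC-deleted E. coli BW25113; medium: LB with kanamycin 50 µg/mL; compound: single-point testing at 10 µM; incubation: 20 h compound exposure of bacteria at 37 °C; signal: OD at 615 nm; evaluation: growth inhibition in percent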
Fluor 339 460: intrinsic fluorescence of library compounds, ex339/em460 – biochemical, MLSMR library, data from DPM-DC assay, artefact control, profiling panel; fluorescence fold increase at 10 µM; AID 709, 2007; compound autofluorescence, ex339/em460 nm, NADH buffer; hits give high values; 1 = no-compound wells, NADH background; 65,000 compounds, 5.5% hits;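 active means at 10 µM, mean starting fluorescence two-fold or more over control wells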;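 further: signal is the first read of a kinetic run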
PKA inh: inhibitors of human PKA kinase activity, primary screen, biochemical, ATP-depletion luminescence, Kemptide substrate; cAMP-dependent protein kinase catalytic subunit alpha (Homo sapiens), P17612; PKA Kemptide phosphorylation, Kinase-Glo ATP luminescence; inhibition, % at 6 µM; 65,000 compounds, 0.1% hits;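 active means inhibition above the screen-wide mean inhibition plus 3 SD, cut at about 21% in these data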; further: many of its hits are not listed in these tables
Abs 340nm: compound light absorbance at 340 nm, profiling panel, artefact control, biochemical, MLSMR library, data from PS, PMK, MK assays | compound absorbance at 340 nm, fold over control | fold change at 10 µM | 65,000 tested, under 10 active;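 active means at 10 µM dose, initial 340 nm absorbance at least 2 fold that of control wells; inactive means change under 2 fold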;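 further: initial absorbance extrapolated from kinetic A340 decline of NADH oxidation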
MMP-13 inhibitor: human MMP13 inhibitors, primary screen, biochemical, FRET peptide cleavage; Collagenase 3 (Homo sapiens), P45452; MMP-13 fTHP FRET cleavage, Mca fluorescence; inhibition, % at 4 µM; 65,000 compounds, 0.07% hits;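 active means inhibition above the mean of compound-free control plate wells plus 3 SD, cut at about 14% in these data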;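 further: 0% = DMSO wells and 100% = wells with reference MMP-13 inhibitor after basal subtraction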
JNK3 blocker: JNK3 kinase activity inhibitors, primary screen, biochemical, human, purified enzyme. HTS. inhibition, % at 8 µM. 60,000 compounds, 0.61% hits. AID 746, 2007; in the data active means inhibition above about 17%;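 further: 0% = DMSO and 100% = reference inhibitor; many of its hits are not listed in these tables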
Target sequence (P53779 whole entry, looked up): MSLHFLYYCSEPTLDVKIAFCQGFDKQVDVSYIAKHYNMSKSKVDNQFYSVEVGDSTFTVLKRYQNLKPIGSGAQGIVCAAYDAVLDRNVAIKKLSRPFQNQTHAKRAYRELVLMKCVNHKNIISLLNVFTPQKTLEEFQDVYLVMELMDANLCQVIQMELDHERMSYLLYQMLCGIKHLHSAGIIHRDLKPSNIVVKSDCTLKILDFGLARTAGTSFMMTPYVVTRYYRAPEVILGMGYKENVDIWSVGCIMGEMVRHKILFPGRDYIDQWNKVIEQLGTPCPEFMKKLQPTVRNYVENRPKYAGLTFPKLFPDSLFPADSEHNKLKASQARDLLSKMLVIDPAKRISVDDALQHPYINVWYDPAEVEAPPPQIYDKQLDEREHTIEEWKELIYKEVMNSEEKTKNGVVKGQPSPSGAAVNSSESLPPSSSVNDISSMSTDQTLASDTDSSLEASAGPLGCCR
HEK293 NFkB inh: inhibitors of PMA/ionomycin-induced NF-kB reporter, primary screen, antigen receptor NF-kB inhibitor project, cell-based, HEK-293 luciferase reporter, luminescence; 62,000 compounds, 0.21% hits; AID 465, 2006; HEK-293 NF-kB luciferase reporter; inhibition, % at 3 µM;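 active means inhibition above the mean of all tested compounds plus 3 SD, cut at about 40% in these data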;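 further: 0% = stimulated DMSO wells and 100% = 10 µM reference inhibitor 5653914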
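Timing: 1 h pretreatment, 16 h stimulation, 37 °C; system: HEK-293 cells with stable firefly luciferase reporter driven by four HIV NF-kB elements; doses: 3 µM once, 0.30% DMSO; measured by: luciferase luminescence; control set: DMSO and 10 µM reference inhibitor; repeats: single test; reagent: PMA plus ionomycin mix as NF-kB-activating stimulus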
ROCK2 inh: inhibitors of human ROCK2 kinase, primary screen, biochemical, high-throughput, luminescence. Rho-associated protein kinase 2 (Homo sapiens), O75116. purified ROCK2, Kinase-Glo ATP depletion luminescence. 60,000 compounds, 0.35% hits. inhibition, % at 6 µM;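 active means inhibition above the screen-wide mean inhibition plus 3 SD, cut at about 18% in these data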;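 further: plate controls were DMSO wells for no effect and Y-27632 control wells after no-enzyme background subtraction for full effect; many of its hits are not listed in these tables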
NADH enzymes: inhibitors of PK/LDH coupling enzymes, profiling panel, artefact control, biochemical, MLSMR library; 65,000 compounds, 0.02% hits; IC50, µM (series often up to 10 µM), without a hit: top-dose inhibition; coupled PK/LDH NADH assays, four targets; AID 774, 2007;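 active means single-dose screening hits from any of four coupled enzyme assays that gave an IC50 when retested across doses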;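 further: the DPM-DC format reads NADH fluorescence rather than 340 nm absorbance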
* = called active by the depositor; [ ] = another dose, or the depositor's remark. An excerpt; rates above refer to the full screens.

How did Cc1c(CN2CCC(C)CC2)c(=O)n(-c2ccccc2)n1C do in these assays?
Ecoli tolC: -14; Fluor 339 460: 1.1; PKA inh: -2; Abs 340nm: 1; MMP-13 inhibitor: -4; JNK3 blocker: 0; HEK293 NFkB inh: 14; ROCK2 inh: 4; NADH enzymes: 3%

How did CS(=O)(=O)N1CCC(C(=O)Nc2ccc(Oc3ccccc3)cc2)CC1 do in these assays?
Ecoli tolC: 5; Fluor 339 460: 1.1; PKA inh: 11; Abs 340nm: 1; MMP-13 inhibitor: 3; JNK3 blocker: 7; HEK293 NFkB inh: 6; ROCK2 inh: 7; NADH enzymes: 4%

How did COc1cccc(C(=O)Cn2c(Br)nc3c2c(=O)n(C)c(=O)n3C)c1 do in these assays?
Ecoli tolC: 13; Fluor 339 460: 1.1; PKA inh: 1; Abs 340nm: 1; MMP-13 inhibitor: 2; JNK3 blocker: 5; HEK293 NFkB inh: 3; ROCK2 inh: 0; NADH enzymes: 6%

What do the screens show for `CCc1nnc(NC(=O)c2cccc(OC)c2)s1`?
Ecoli tolC: -5; Fluor 339 460: 1; Abs 340nm: 1.1; NADH enzymes: 11%

What do the screens show for `COc1ccc2cc3cc(C(=O)Nc4ccccc4N4CCN(C)CC4)oc3nc2c1`?
Ecoli tolC: 44; Fluor 339 460: 1.1; PKA inh: 6; Abs 340nm: 1.1; MMP-13 inhibitor: -2; JNK3 blocker: 5; HEK293 NFkB inh: 31; ROCK2 inh: 12; NADH enzymes: 6%

How did Cc1occc1C(=O)Nc1nccs1 do in these assays?
Ecoli tolC: 4; Fluor 339 460: 1.1; PKA inh: 8; Abs 340nm: 1.1; MMP-13 inhibitor: -3; JNK3 blocker: 7; HEK293 NFkB inh: 9; ROCK2 inh: 6; NADH enzymes: 0%

How did O=C(CSc1nnc(-c2ccccn2)n1Cc1ccco1)c1ccc(Cl)cc1 do in these assays?
Ecoli tolC: 44; Fluor 339 460: 1.1; PKA inh: 12; Abs 340nm: 0.98; MMP-13 inhibitor: 1; HEK293 NFkB inh: 11; NADH enzymes: 3%

How did COc1ccc(NC(=O)Nc2cccc(OC)c2)cc1 do in these assays?
Ecoli tolC: 51; Fluor 339 460: 1.1; PKA inh: 5; Abs 340nm: 1.1; MMP-13 inhibitor: -3; JNK3 blocker: -2; HEK293 NFkB inh: -28; ROCK2 inh: 0; NADH enzymes: 2%

Results for Cc1ccc(Cn2nnc3c(=O)[nH]c(C4CCN(S(=O)(=O)c5ccc(F)cc5)CC4)nc32)cc1 ?
Ecoli tolC: 19; Fluor 339 460: 1; PKA inh: 4; Abs 340nm: 1; MMP-13 inhibitor: 1; HEK293 NFkB inh: 17; NADH enzymes: 1%

Results for CC1=C(C)CC2C(=O)N(c3cccc4ccccc34)C(=O)C2C1 (stereo unspecified) ?
Ecoli tolC: 11; Fluor 339 460: 1; PKA inh: -3; Abs 340nm: 0.99; MMP-13 inhibitor: 3; JNK3 blocker: 0; HEK293 NFkB inh: 4; ROCK2 inh: -1; NADH enzymes: 4%

Results for CC(C)C(=O)N1CCN(c2nc(-c3ccccc3)c3c(c2C#N)CCCC3)CC1 ?
Ecoli tolC: 7; Fluor 339 460: 2.2*; PKA inh: 2; Abs 340nm: 1; MMP-13 inhibitor: -42[fluorescence artefact?]; JNK3 blocker: -1; ROCK2 inh: -2; NADH enzymes: 4%[fluoresces]

Results for CSc1ccccc1NC(=O)Cn1c(-c2cscn2)nc2ccccc21 ?
Ecoli tolC: 13; Fluor 339 460: 1.1; PKA inh: 0; Abs 340nm: 1; MMP-13 inhibitor: -3; JNK3 blocker: 3; HEK293 NFkB inh: 7; ROCK2 inh: 1; NADH enzymes: 7%

How did O=C(CSc1ncn[nH]1)Nc1ccc(Cl)c(Cl)c1 do in these assays?
Ecoli tolC: 0; Fluor 339 460: 1.1; PKA inh: -9; Abs 340nm: 1; MMP-13 inhibitor: 4; JNK3 blocker: -2; HEK293 NFkB inh: 6; ROCK2 inh: -5; NADH enzymes: 7%

Results for O=C1Nc2ccccc2OC1CC(=O)N1CCCC1 (stereo unspecified) ?
Ecoli tolC: -22; Fluor 339 460: 1; PKA inh: 4; Abs 340nm: 0.99; MMP-13 inhibitor: 3; JNK3 blocker: -2; HEK293 NFkB inh: 9; ROCK2 inh: 2; NADH enzymes: 2%

How did CCc1nnc2sc(-c3cc(-c4ccccc4)nc4ccccc34)nn12 do in these assays?
Ecoli tolC: -1; Fluor 339 460: 1.6; PKA inh: 5; Abs 340nm: 1; MMP-13 inhibitor: -10; JNK3 blocker: -6; HEK293 NFkB inh: 7; ROCK2 inh: 0; NADH enzymes: 7%

Results for N#CC1=C(N)OC2=C(C(=O)CCC2)C1Cc1ccccc1 (stereo unspecified) ?
Ecoli tolC: 2; Fluor 339 460: 1.1; PKA inh: 1; Abs 340nm: 0.99; MMP-13 inhibitor: 2; JNK3 blocker: -4; HEK293 NFkB inh: 18; ROCK2 inh: 0; NADH enzymes: 3%

How did Nc1cc(=O)[nH]c(SCc2cccc(Cl)c2)n1 do in these assays?
Ecoli tolC: 25; Fluor 339 460: 1.1; PKA inh: 11; Abs 340nm: 0.99; MMP-13 inhibitor: 0; JNK3 blocker: -7; HEK293 NFkB inh: 20; ROCK2 inh: 6; NADH enzymes: 5%

What do the screens show for `Cc1ccc(C2/C(=C(\O)c3c(C)nc4ccccn34)C(=O)C(=O)N2CCCN2CCOCC2)o1` (stereo unspecified)?
Ecoli tolC: -15; Fluor 339 460: 1.1; PKA inh: 10; Abs 340nm: 1; MMP-13 inhibitor: 2; JNK3 blocker: 2; HEK293 NFkB inh: 8; ROCK2 inh: 8; NADH enzymes: 8%

Results for CS(=O)(=O)N(CC(=O)N1CCOCC1)Cc1ccc(Cl)cc1 ?
Ecoli tolC: -10; Fluor 339 460: 1.1; PKA inh: 10; Abs 340nm: 1; MMP-13 inhibitor: 8; JNK3 blocker: 7; HEK293 NFkB inh: 22; ROCK2 inh: 6; NADH enzymes: 7%

Results for S=c1[nH]nc(-c2cccnc2)o1 ?
Ecoli tolC: -15; Fluor 339 460: 1.1; PKA inh: 4; Abs 340nm: 1; MMP-13 inhibitor: 0; JNK3 blocker: 8; HEK293 NFkB inh: 5; ROCK2 inh: 3; NADH enzymes: 4%

Results for CCOc1ccccc1NC(=O)CN(c1ccc(C)cc1)S(=O)(=O)c1c(C)n[nH]c1C ?
Ecoli tolC: 19; Fluor 339 460: 1.1; PKA inh: 4; Abs 340nm: 1; MMP-13 inhibitor: -2; JNK3 blocker: 2; HEK293 NFkB inh: 21; ROCK2 inh: 0; NADH enzymes: 4%

Results for CC(C)COc1cccc(C(=O)Nc2ccc(S(=O)(=O)N3CCOCC3)cc2)c1 ?
Ecoli tolC: 6; Fluor 339 460: 1.1; PKA inh: 3; Abs 340nm: 1; MMP-13 inhibitor: 3; JNK3 blocker: 8; HEK293 NFkB inh: 9; ROCK2 inh: 2; NADH enzymes: 4%

How did CCN(CC)CCNc1nc2c(c(=O)[nH]c(=O)n2C)n1CC(O)COc1ccc(Cl)cc1Cl (stereo unspecified) do in these assays?
Ecoli tolC: -7; Fluor 339 460: 1.2; PKA inh: 4; Abs 340nm: 1; MMP-13 inhibitor: -5; JNK3 blocker: 2; HEK293 NFkB inh: 6; ROCK2 inh: 6; NADH enzymes: 5%

What do the screens show for `COC(=O)CCN(C(=O)C1C2CC3CC(C2)CC1C3)c1ccccn1` (stereo unspecified)?
Ecoli tolC: -1; Fluor 339 460: 1.1; PKA inh: 9; Abs 340nm: 0.97; MMP-13 inhibitor: -2; JNK3 blocker: 3; HEK293 NFkB inh: 17; ROCK2 inh: 4; NADH enzymes: 9%

How did CCC(C)[C@@H](NC(=O)OC(C)(C)C)c1nnc(S(=O)(=O)Cc2cccc(C)c2)o1 (stereo partly specified) do in these assays?
Ecoli tolC: -7; Fluor 339 460: 1.1; PKA inh: 4; Abs 340nm: 1; MMP-13 inhibitor: 3; JNK3 blocker: 6; HEK293 NFkB inh: -2; ROCK2 inh: 0; NADH enzymes: 4%

Results for COc1ccc2c(=O)c3c(=O)n(Cc4ccco4)c(-c4ccc(C)cc4)nc3oc2c1 ?
Ecoli tolC: 48; Fluor 339 460: 1.3; PKA inh: 4; Abs 340nm: 1; MMP-13 inhibitor: -2; JNK3 blocker: 9; HEK293 NFkB inh: 12; ROCK2 inh: 12; NADH enzymes: 4%

Results for Cc1cccc(-c2nc(CSCC(=O)N3CCN(c4ccccn4)CC3)c(C)o2)c1 ?
Ecoli tolC: 24; Fluor 339 460: 1.1; PKA inh: 8; Abs 340nm: 1; MMP-13 inhibitor: -3; JNK3 blocker: -2; HEK293 NFkB inh: 35; ROCK2 inh: 0; NADH enzymes: 3%

How did O=C(Cc1c(O)c2ccccc2[nH]c1=O)NCc1ccccc1F do in these assays?
Ecoli tolC: -11; Fluor 339 460: 1.1; PKA inh: 3; Abs 340nm: 0.99; MMP-13 inhibitor: -19; JNK3 blocker: 2; HEK293 NFkB inh: 14; ROCK2 inh: 6; NADH enzymes: 5%

What do the screens show for `COc1cc(NS(=O)(=O)c2ccc(C)cc2C)cc(OC)c1OC`?
Ecoli tolC: 9; Fluor 339 460: 1.1; PKA inh: 6; Abs 340nm: 1; MMP-13 inhibitor: 0; JNK3 blocker: -1; HEK293 NFkB inh: 32; ROCK2 inh: 12; NADH enzymes: 13%

What do the screens show for `O=C(CCc1nc2ccccc2c(=O)[nH]1)NC1CCN(Cc2ccccc2)CC1`?
Ecoli tolC: -15; Fluor 339 460: 1; PKA inh: -3; Abs 340nm: 1; MMP-13 inhibitor: 9; JNK3 blocker: 0; HEK293 NFkB inh: 14; ROCK2 inh: 0; NADH enzymes: 7%

How did Cc1c(NC(=O)CCC(=O)N2CCCCC2)c(=O)n(-c2ccccc2)n1C do in these assays?
Ecoli tolC: -5; Fluor 339 460: 1.1; PKA inh: 11; Abs 340nm: 1; MMP-13 inhibitor: 3; JNK3 blocker: -7; HEK293 NFkB inh: 15; ROCK2 inh: 5; NADH enzymes: 5%

What do the screens show for `C=CCn1c(SCc2nnc(-c3ccccc3)o2)nnc1C(O)c1ccccc1` (stereo unspecified)?
Ecoli tolC: 0; Fluor 339 460: 1.1; PKA inh: 5; Abs 340nm: 1; MMP-13 inhibitor: 6; JNK3 blocker: 2; HEK293 NFkB inh: 0; ROCK2 inh: 4; NADH enzymes: 4%
